MOR-DOR ag – agonists of OPRM1-OPRD1 heterodimerization, primary screen, cell-based, luminescence; cells; activation, % at 9.3 µM; hit rate 0.3% among 340,000; in the data active = activation above about 18%;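 also: 0% = vehicle-treated cells and 100% = reference agonist; values of inactives mirror those of a sister screen read the other way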
RTF Ca sens inh – cardiac RTF calcium sensitivity inhibitors, primary screen, biochemical, IANBD-TnC fluorescence, EC70 calcium; Troponin I, cardiac muscle (Homo sapiens) + Troponin T, cardiac muscle (Homo sapiens) + …; IANBD-labeled cardiac RTF, Ca2+ fluorescence; inhibition, % at 7.15 µM; hit rate 0.12% among 340,000; AID 493244, 2011;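 active = inhibition above the mean inhibition of all tested compounds plus 3 SD, cut at about 17% in these data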;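 also: assay run at fixed EC70 calcium of 1.6 mM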
OPRM1-OPRD1 inv – inverse agonists of MOR-DOR heterodimerization, primary screen, cell-based, luminescence; hit rate 0.21% among 340,000; inhibition, % at 9.3 µM; AID 504357, 2011; Mu-type opioid receptor (Homo sapiens) + Delta-type opioid receptor (Homo sapiens), …; cell-based MOR-DOR heterodimer luminescence, inverse agonism; in the data active = inhibition above about 22%, passing the limit was not always enough;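 also: 0% = cells with DMSO and 100% = wells without cells with DMSO; values of inactives mirror those of a sister screen read the other way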
RTF Ca sens act – cardiac RTF calcium sensitivity activators, primary screen, biochemical, IANBD-TnC fluorescence, EC20 calcium | hit rate 0.24% among 340,000 | activation, % at 7.2 µM | IANBD-labeled TnC RTF fluorescence at EC20 calcium; 0% EC20 calcium, 100% full calcium | AID 493008, 2010;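 active = activation above the mean over all tested compounds plus 3 SD, cut at about 30% in these data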;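 also: rise in fluorescence read as greater calcium sensitivity of cardiac thin filaments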
Wnt bcat act – Wnt/beta-catenin pathway activators, primary screen, cell-based, plate reader, single point; AID 743398, 2014; activation, % at 9.35 µM; hit rate 1.2% among 300,000; Wnt/beta-catenin reporter cell assay, activator; in the data active = activation above about 30%, passing the limit was not always enough;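 also: 0% = neutral control wells and 100% = positive control wells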
Arr AP2 block – inhibitors of beta-arrestin/AP2 binding, primary screen, biochemical, GPCR trafficking, flow cytometry. FITC-arrestin peptide / GST-AP2 beads; AP2 beta2 appendage carries R879A mutation. AID 504490, 2011. hit rate 0.31% among 340,000. inhibition, % at 10 µM;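 active = inhibition above a set limit, near 3 SD of compounds lacking own fluorescence, cut at about 54% in these data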;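 also: plate controls were DMSO wells for no effect and 5 µM unlabelled arrestin peptide for full effect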
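Test system: GST-tagged AP2 beta2-adaptin appendage (R879A) on 4 µm glutathione beads; also added: fluorescein-tagged arrestin peptide at 50 nM final; timing: 12 min plus 1 h, RT; signal: flow cytometry, FL1 (488/535 nm); read-out: percent drop in bead-associated FITC signal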
C-LANA FP – inhibitors of KSHV C-LANA binding to DNA, primary screen, biochemical, fluorescence polarization, FAM-LBS DNA, MBP-C-LANA, single point; AID 504423, 2011; inhibition, % at 9 µM; hit rate 0.078% among 340,000; Kaposi's sarcoma herpesvirus LANA C-terminal domain (residues 932-1162) DNA binding;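 active = highest replicate inhibition at or above 60% at 9 µM, even if other replicates fall short; inactive = all replicates below 60% inhibition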;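 also: 0% = neutral control wells and 100% = 4 µM acridine orange control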
V-ATPase pH – regulators of yeast V-ATPase proton pumping, primary screen, pHLuorin cytosolic pH fluorescence; S. cerevisiae; hit rate 0.37% among 350,000; AID 504577, 2011; response, % at 10 µM; in the data active = response mostly above about 7.3%, no sharp cut-off; inactive = mostly below about 5.4%; also: actives read high; inactives centre near 0; some compounds called inactive have numbers as strong as hits; reference of the scale not given here
Keap1-Nrf2 PPI – Keap1-Nrf2 protein-protein interaction inhibitors, primary screen, biochemical, fluorescence polarization, single point. Kelch-like ECH-associated protein 1 (Homo sapiens), Q14145. Keap1 Kelch-Nrf2 peptide fluorescence polarization, 1536-well. inhibition, % at 9.4 µM. hit rate 0.15% among 340,000; in the data active = inhibition above about 12%;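 also: human Keap1 Kelch domain with fluorescein labeled Nrf2 9mer peptide probe; 0% = neutral control wells and 100% = peptide positive control; higher means more block of Keap1 binding to Nrf2 peptide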
Target sequence (Q14145 whole entry, looked up, the tested form may be a part): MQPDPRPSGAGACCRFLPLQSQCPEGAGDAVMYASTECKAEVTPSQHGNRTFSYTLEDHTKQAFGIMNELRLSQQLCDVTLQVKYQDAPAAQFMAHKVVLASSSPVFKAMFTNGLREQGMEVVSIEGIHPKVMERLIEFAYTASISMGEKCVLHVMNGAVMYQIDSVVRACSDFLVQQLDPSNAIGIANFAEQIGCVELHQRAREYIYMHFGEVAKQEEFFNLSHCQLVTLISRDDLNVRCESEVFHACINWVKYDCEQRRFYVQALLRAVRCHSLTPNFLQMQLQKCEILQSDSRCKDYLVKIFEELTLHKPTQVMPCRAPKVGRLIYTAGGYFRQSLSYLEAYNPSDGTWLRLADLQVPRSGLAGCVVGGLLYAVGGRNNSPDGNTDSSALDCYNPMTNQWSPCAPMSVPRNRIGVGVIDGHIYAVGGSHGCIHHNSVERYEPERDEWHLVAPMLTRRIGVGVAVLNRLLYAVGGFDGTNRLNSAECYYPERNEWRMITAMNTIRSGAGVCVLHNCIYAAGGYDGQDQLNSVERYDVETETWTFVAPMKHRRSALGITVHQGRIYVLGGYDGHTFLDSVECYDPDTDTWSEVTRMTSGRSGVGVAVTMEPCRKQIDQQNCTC
Pemphigus Ab inh – inhibitors of pemphigus antibody binding to DSG3, primary screen, biochemical, bead-based, flow cytometry, scFv-GFP | Desmoglein-3 (Homo sapiens), P32926 | DSG3-coupled beads, scFv-anti-DSG3-GFP binding; stronger effect = lower value | binding (percent of control), % at 10 µM | hit rate 0.48% among 310,000 | AID 588358, 2011;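 active = binding more than 3 SD below its plate's average and above zero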; also: some compounds called inactive have numbers as strong as hits
* hit, by the source's call; x = no result given. No enrichment for hits; about 3.1% have a hit in one of these screens.

compound | MOR-DOR ag | RTF Ca sens inh | OPRM1-OPRD1 inv | RTF Ca sens act | Wnt bcat act | Arr AP2 block | C-LANA FP | V-ATPase pH | Keap1-Nrf2 PPI | Pemphigus Ab inh
CN(c1ccc(OCC(=O)N2CCOCC2)cc1)S(=O)(=O)c1ccc(F)cc1 | -1.3 | 4 | 7 | -5 | 2 | 44 | 1.5 | 7 | 0 | 100
C[C@H](CO)N1C[C@H](C)[C@@H](CN(C)S(=O)(=O)c2cn(C)cn2)Oc2ccc(NC(=O)C3CCCCC3)cc2C1=O | -2.9 | -2 | 14 | -2 | -5 | 33 | 0.9 | -1 | 3 | 88
CCC(CC)NC(=O)CN1CCN(S(=O)(=O)c2ccc(Br)s2)CC1 | -1.0 | -1 | 6 | -5 | 6 | 32 | -0.4 | 2 | 4 | 106
CC1CCC(NC(=O)C2c3ccccc3C(=O)N2CCCN2CCOCC2)CC1 (centres undefined) | -1.9 | -4 | 10 | 3 | -6 | 6 | -0.5 | -2 | 0 | 104
CCN(CC)CCCn1c(=S)[nH]c2ccc(Cl)cc2c1=O | -2.6 | -8 | 13 | -2 | x | 2 | -1.2 | 0 | -3 | 104
Cc1cccc(C)c1NC(=O)CN(C)C(=O)c1cccc(S(=O)(=O)N2CCN(C)CC2)c1 | -3.4 | -6 | 18 | 7 | 0 | -4 | 0.8 | 0 | 0 | 103
COc1cc(OC)cc(C(=O)NNC(=O)c2ccc3ccccc3n2)c1 | -2.7 | -1 | 17 | -3 | -1 | 5 | -0.7 | -4 | 0 | 97
Cc1[nH]n(-c2ccccc2)c(=O)c1C(c1cccc([N+](=O)[O-])c1O)c1c(C)[nH]n(-c2ccccc2)c1=O | -4.9 | -20 | 26 | -2 | -1 | 29 | -0.1 | 2 | -3 | 93
CC1(C)Cc2cccc(OCC(=O)N3CCN(c4cccc(C(F)(F)F)c4)CC3)c2O1 | 2.6 | -4 | -17 | -6 | -6 | -5 | 0.0 | -3 | -2 | 103
c1ccc(CCc2nc(-c3cccnc3)no2)cc1 | -2.1 | -4 | 12 | 1 | x | 6 | -1.4 | -4 | -1 | 97

(continued)
compound | MOR-DOR ag | RTF Ca sens inh | OPRM1-OPRD1 inv | RTF Ca sens act | Wnt bcat act | Arr AP2 block | C-LANA FP | V-ATPase pH | Keap1-Nrf2 PPI | Pemphigus Ab inh
O=C(CSc1nnc(-c2ccco2)o1)NC1CCCCCC1 | -2.3 | 7 | 13 | 3 | x | -4 | 2.6 | 0 | -5 | 105
COc1ccc(-n2nc(C(=O)NCC(=O)NCc3ccco3)c3ccccc3c2=O)cc1 | -1.0 | -5 | 5 | 1 | 2 | -5 | -0.8 | -4 | -2 | x
COCCn1c(SCC(N)=O)nnc1-c1c[nH]c2ccccc12 | -0.3 | -1 | 2 | 5 | -3 | 1 | -0.7 | 2 | -5 | 98
COc1ccccc1/C=C(/C(=O)OCC(=O)Nc1ccccc1C)c1ccccc1 | 0.9 | -15 | -6 | 1 | -3 | 7 | -0.6 | 2 | 0 | 101
COc1ccccc1Oc1coc2cc(O)ccc2c1=O | -2.2 | -3 | 9 | -5 | 0 | 30 | 0.2 | 0 | 1 | 94
Cc1ccccc1OCC(=O)NCC(c1ccco1)N1CCCCC1 (centres undefined) | 0.7 | -8 | -4 | 1 | 1 | -13 | -0.4 | 6 | 0 | x
CC1=NN(C(=O)Cn2nc([N+](=O)[O-])c(Br)c2C)C(O)(C(F)(F)F)C1 (centres undefined) | -1.2 | 4 | 7 | -2 | x | 34 | 1.5 | 0 | -1 | 104
COC(=O)Nc1ccc(S(=O)(=O)N2CCCC(C(=O)O)C2)cc1 (centres undefined) | -2.5 | 1 | 12 | -3 | 2 | -6 | -1.5 | -2 | 1 | 102
COc1ccc(OCC(O)CNS(=O)(=O)c2cccc(Cl)c2)cc1 (centres undefined) | x | x | x | x | 0 | 8 | x | 2 | x | 97
O=C(COc1cccc(F)c1)NNC(=O)Cc1ccc(Br)cc1 | -3.3 | -6 | 13 | -2 | -2 | -7 | 1.7 | 0 | -7 | x

New compounds follow.
compound | MOR-DOR ag | RTF Ca sens inh | OPRM1-OPRD1 inv | RTF Ca sens act | Wnt bcat act | Arr AP2 block | C-LANA FP | V-ATPase pH | Keap1-Nrf2 PPI | Pemphigus Ab inh
Cc1ccc(C)c(S(=O)(=O)N(C(=O)c2ccncc2)c2ccc(OC(=O)c3ccncc3)cc2)c1 | -0.3 | -9 | 1 | 5 | 48* | 33 | -2.5 | -2 | 0 | 102
COC(=O)C(NC(=O)c1ccc(C)cc1)(Nc1cccc(C)n1)C(F)(F)F (centres undefined) | -1.2 | -12 | 8 | 1 | 2 | 0 | -0.9 | -1 | -2 | x
Cc1ccc(C)c(OCc2cc(C(=O)NC3CCN(Cc4ccccc4)CC3)no2)c1 | 5.5 | -7 | -30 | 4 | -6 | 9 | 1.6 | 4 | -3 | 110
COc1ccc(C(C)NC(=O)c2ccoc2C)cc1OC (centres undefined) | -2.0 | 1 | 11 | 8 | x | -4 | 1.0 | 2 | -7 | 99
Cc1cc2ncn(S(=O)(=O)N3CCCCC3)c2cc1C | -3.8 | -5 | 17 | 2 | 5 | 21 | 1.6 | -1 | 0 | 124
Cc1nc(Nc2nc3c(c(=O)[nH]2)CCC3)nc2ccccc12 | -0.6 | -19 | 3 | 8 | x | -4 | -2.8 | 1 | 1 | 87
Cc1ccc(C(=O)N2CCC(C(=O)Nc3cccc([N+](=O)[O-])c3)CC2)cc1 | 1.5 | -1 | -8 | -4 | 3 | -3 | -2.0 | 2 | 5 | 96
Cc1sc(NC(=O)c2cccc([N+](=O)[O-])c2)c(C(N)=O)c1-c1ccc(C(C)(C)C)cc1 | -0.8 | -9 | 5 | 4 | -3 | 6 | 0.6 | 1 | -8 | 87
CCOC(=O)Cn1nnnc1C(CC)N(Cc1cccs1)Cc1cc2cc(C)ccc2[nH]c1=O (centres undefined) | 0.8 | -6 | -4 | -5 | x | 3 | 0.7 | -1 | -4 | 99
CCOc1nc(NCCO)nc(Nc2ccccc2F)n1 | -4.8 | -7 | 22 | -1 | 3 | -18 | -0.6 | -2 | -5 | 103

(continued)
compound | MOR-DOR ag | RTF Ca sens inh | OPRM1-OPRD1 inv | RTF Ca sens act | Wnt bcat act | Arr AP2 block | C-LANA FP | V-ATPase pH | Keap1-Nrf2 PPI | Pemphigus Ab inh
Cc1ccc(NS(=O)(=O)c2cccc(C(=O)N3CCN(c4ncccn4)CC3)c2)cc1 | -2.1 | -1 | 11 | -2 | -3 | 12 | 0.1 | 1 | 4 | 100
COc1ccc(NC(=O)CC(C)c2ccccc2)c([N+](=O)[O-])c1 (centres undefined) | 0.0 | 5 | 0 | 6 | 2 | -2 | 0.2 | -1 | -6 | x
Cc1ccc(S(=O)(=O)N(C)c2ccc(C(=O)NCc3ccccc3F)cc2)cc1 | -0.2 | -9 | 1 | 8 | -2 | -11 | -1.5 | 5 | -6 | 110
O=C(CSc1nnc(CNC(=O)c2cccs2)o1)c1ccccc1 | -1.6 | -6 | 9 | 0 | 4 | 0 | 2.8 | 5 | -2 | x
CCCCN(CC)C(=O)CSc1nc2n[nH]c(C)c2c(=N)n1-c1cccc(C)c1 | 2.4 | 0 | -17 | -4 | -2 | 20 | 0.2 | -4 | -6 | 105
O=C(NC(=S)Nc1ccccc1Br)c1cccnc1 | -2.9 | -6 | 14 | 2 | -2 | -17 | -0.1 | -3 | 2 | 112
CCCNC(=O)c1ccc(COc2ccc(C)cc2)o1 | -0.8 | -6 | 3 | 1 | 0 | 9 | -0.4 | 0 | 1 | 93
COc1cccc(NC(=O)C(NCCc2ccc(S(N)(=O)=O)cc2)c2ccccc2)c1 (centres undefined) | -1.2 | -1 | 6 | 0 | 1 | 2 | -2.8 | 1 | 3 | 100
COc1ccc(/C=C(\NC(=O)c2ccccc2)C(=O)NC2CCS(=O)(=O)C2)cc1 (centres undefined) | -2.6 | 9 | 14 | 0 | 1 | -10 | 0.6 | -2 | 2 | 104
CC(=O)c1cccc(CN2CCCC(C(=O)c3ccc4c(c3)OCO4)C2)c1 (centres undefined) | -1.3 | 0 | 6 | 3 | -2 | x | -2.4 | -1 | 1 | 107

Going on with the list:
compound | MOR-DOR ag | RTF Ca sens inh | OPRM1-OPRD1 inv | RTF Ca sens act | Wnt bcat act | Arr AP2 block | C-LANA FP | V-ATPase pH | Keap1-Nrf2 PPI | Pemphigus Ab inh
COc1ccc(-n2nnnc2-c2nc3ccccc3s2)cc1 | 20* | 15 | -92 | 8 | 0 | 6 | -0.6 | 1 | -3 | 96
O=C(NCC1CC1)C1(S(=O)(=O)c2ccccc2)CC=CC1 | -1.9 | -3 | 11 | 0 | -2 | -7 | -0.1 | 5 | 4 | 108
O=C(O)CSCC(=O)N1CCCCC1 | -2.3 | -6 | 11 | 3 | 0 | -26 | 0.0 | -1 | 2 | 98
COc1cc([N+](=O)[O-])ccc1NC(=O)C1CCCN(S(C)(=O)=O)C1 (centres undefined) | -4.6 | -6 | 17 | 1 | 3 | -7 | 2.5 | 3 | -9 | x
CCC1(C)OC(=O)NN(c2ccc(C)cc2)C1(C)O (centres undefined) | -2.8 | 0 | 15 | 5 | 1 | 6 | 0.8 | 0 | -6 | 133
c1ccc(-c2nc(-c3ccco3)cs2)nc1 | -0.8 | -8 | 4 | 4 | 3 | 12 | 0.6 | 4 | -14 | 100
COc1cccc(CNC(=O)C2CCCN(C(=O)c3ccc(Cl)cc3)C2)c1 (centres undefined) | -1.5 | -10 | 6 | -1 | -1 | -8 | 1.5 | -1 | -2 | 94
CCOC(=O)N1CCN(C(=O)C2CCN(S(=O)(=O)N(CC)CC)CC2)CC1 | -0.2 | 1 | 1 | -4 | -5 | 9 | -0.5 | -2 | -1 | 109
Cc1cccc(Cn2nc(C)cc2NC(=O)Cn2cc([N+](=O)[O-])cn2)c1 | -1.8 | 0 | 9 | 6 | 0 | -20 | 0.1 | -2 | -4 | 127
O=C(C[n+]1ccc(C(=O)NCc2ccccc2)cc1)c1ccc(Cl)cc1 | -3.7 | -3 | 19 | -4 | -3 | 26 | 0.6 | -1 | -4 | 103
Fc1ccccc1CSc1nnc(Cn2cnc3ccccc32)n1-c1ccccc1 | -3.2 | -8 | 15 | -1 | -2 | 2 | 1.7 | -2 | -1 | x
CCN(CC)S(=O)(=O)c1ccc(Cl)c(C(=O)NCc2ccccc2Cl)c1 | -1.1 | -2 | 6 | 10 | 5 | 0 | -1.6 | 3 | -8 | 96
CCOc1ccc(C(=O)CCC(=O)N2CCN(S(=O)(=O)c3cccc(F)c3)CC2)cc1 | -0.1 | -10 | 0 | -5 | -1 | 10 | -1.2 | -1 | -2 | x
